# BCR signal inh: qHTS Assay to Find Inhibitors of Chronic Active B-Cell Receptor Signaling; ABC-DLBCL IkBa-CBG/CBR reporter, luminescence ratio, 4 h; Potency, µM (doses to about 46.1 µM), inactives show at the top dose ratio change, negative = lower green/red ratio, usual class: inhibitors; 0.05% of 340,000 active; active = well fitted inhibition curve with a large enough effect in the signal ratio, with a control signal flat, not every such curve was filed as active; inconclusive = small, poorly fitted or top-dose-only effect, or effect the other way, or a change in a side signal; the % refers to the signal ratio;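 note: potency is the fitted concentration of half-maximal effect; plate controls were basal doxycycline-induced cells for no effect and cells given 10 µM MG132 for full effect; MG132 reads +100%, hits lower the ratio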
#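 Concentration-response series (up to 46 uM) were applied to TMD8 dual-reporter cells for 4 h at 37C with doxycycline. Green/red ratio, after filter-overlap correction, defined %Activity; red signal alone was normalised to basal cells and zero luminescence.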
# TCR act: Activators of T cell receptors: qHTS campaign; primary human leukocytes, anti-CD3, IL-2 HTRF, 48 h; Potency, µM (doses to about 9.22 µM), for the others: at the top dose activation of IL-2 secretion, actives largely listed as activators; 330,000 tested, under 10 active; note: % of control where 0% means no effect
#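 IL-2 produced over 48 hr by a-CD3 bead-stimulated primary human leukocytes exposed to compounds was detected with a homogeneous time-resolved FRET immunoassay, 665nm acceptor signal after 320nm excitation.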
# TSHR antag: Antagonists of the Thyroid Stimulating Hormone Receptor: HTS campaign. TSHR-expressing cells, TSH-stimulated cAMP HTRF, 2 h; active compounds read low. activity change, negative = inhibition, % at 11.5 µM. 0.2% of 330,000 active. AID 504810, 2011;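 active = activity change below a set negative limit, meaning inhibition stronger than a set level, cut at about -70% in these data; inconclusive = activity change between two set negative limits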; note: % is set by controls: 0 for no effect and ±100 for the full control effect
#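 Cell-based HTRF cAMP assay; TSHR cells + compound, TSH EC80 (4nM final), 2 h, 37 deg C. Lysis with anti-cAMP cryptate and cAMP-d2, 30 min RT, read 665/620 nm.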
# Tb PFK block: qHTS Assay to Find Inhibitors of T. brucei phosphofructokinase | T. brucei PFK, ADP-Glo luminescence | Potency, µM (top dose mostly 57.5 µM), without a hit: top-dose activity, negative = inhibition, most hits filed as inhibitors | 0.17% of 330,000 active | AID 485367, 2010;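 note: potency is the fitted concentration of half-maximal effect; 0% = uninhibited 1x PFK enzyme wells and -100% = no-enzyme wells; nearly all actives have a fitted effect of over 60% in size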
#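 Activity is normalized to no-enzyme wells (full inhibition) and 1.25 nM enzyme wells (no inhibition). Reaction: 0.5 mM F6P, 0.1 mM ATP, 45 min RT, ADP-Glo luminescence; concentration-response curves fitted and classed by quality.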
# CXXC DNA block: qHTS Fluorescence Polarization Assay for Inhibitors of MLL CXXC domain - DNA interaction | MLL-CXXC / FITC-HOXA9 DNA fluorescence polarization | Potency, µM (top dose mostly 115 µM), without a hit: at the highest dose activity change, negative = inhibition, most hits filed as inhibitors | 0.037% of 290,000 active | AID 2662, 2010; active = well fitted inhibition curve with a large enough effect in the polarisation, with a control signal flat, not every such curve was filed as active; inconclusive = small, poorly fitted or top-dose-only effect, or effect the other way, or a change in a side signal; inactive = no such curve, though single readings can be large or run the other way; the % refers to the polarisation; note: potency is the fitted concentration of half-maximal effect
#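 Steps: dispense CXXC domain solution (7 uM) → pin compounds or unlabeled HOX-A9 DNA control → 5 min ambient → add FLSN-HOX-A9 solution (50 nM) → spin → 30 min ambient → fluorescence polarization. Tris pH 7.5/NaCl/DTT/BSA buffer.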
# Giardia kill: Small Molecules that selectively kill Giardia lamblia: qHTS | Giardia lamblia trophozoite viability | activity change, % at 7.66 µM, hits read low | 0.15% of 340,000 active | AID 540267, 2011; in the data active = activity change below about -80%; inconclusive = between about -30% and that limit;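 note: parasites exposed to compound for two days anaerobically before the ATP read; % is set by controls: 0 for no effect and ±100 for the full control effect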
#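 Giardia trophozoites, 100 cells per well, were exposed to compounds for 48 hrs at 37 deg C under anaerobic conditions; viability was then read as ATP content by bioluminescence after 15-30 min at room temperature.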
# hERG WT inh: qHTS for Inhibitors of KCHN2 3.1: Wildtype qHTS; U2OS, BacMam KCNH2, thallium flux FluxOr; active compounds read low; activity change, % at 1.84 µM; 0.37% of 340,000 active; AID 720551, 2013;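 active = maximum activity change below -70%; inconclusive = maximum activity change between -70% and -50%; inactive = maximum activity change above -50%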; note: % is set by controls: 0 for no effect and ±100 for the full control effect
# Target sequence (Q12809 whole entry, looked up): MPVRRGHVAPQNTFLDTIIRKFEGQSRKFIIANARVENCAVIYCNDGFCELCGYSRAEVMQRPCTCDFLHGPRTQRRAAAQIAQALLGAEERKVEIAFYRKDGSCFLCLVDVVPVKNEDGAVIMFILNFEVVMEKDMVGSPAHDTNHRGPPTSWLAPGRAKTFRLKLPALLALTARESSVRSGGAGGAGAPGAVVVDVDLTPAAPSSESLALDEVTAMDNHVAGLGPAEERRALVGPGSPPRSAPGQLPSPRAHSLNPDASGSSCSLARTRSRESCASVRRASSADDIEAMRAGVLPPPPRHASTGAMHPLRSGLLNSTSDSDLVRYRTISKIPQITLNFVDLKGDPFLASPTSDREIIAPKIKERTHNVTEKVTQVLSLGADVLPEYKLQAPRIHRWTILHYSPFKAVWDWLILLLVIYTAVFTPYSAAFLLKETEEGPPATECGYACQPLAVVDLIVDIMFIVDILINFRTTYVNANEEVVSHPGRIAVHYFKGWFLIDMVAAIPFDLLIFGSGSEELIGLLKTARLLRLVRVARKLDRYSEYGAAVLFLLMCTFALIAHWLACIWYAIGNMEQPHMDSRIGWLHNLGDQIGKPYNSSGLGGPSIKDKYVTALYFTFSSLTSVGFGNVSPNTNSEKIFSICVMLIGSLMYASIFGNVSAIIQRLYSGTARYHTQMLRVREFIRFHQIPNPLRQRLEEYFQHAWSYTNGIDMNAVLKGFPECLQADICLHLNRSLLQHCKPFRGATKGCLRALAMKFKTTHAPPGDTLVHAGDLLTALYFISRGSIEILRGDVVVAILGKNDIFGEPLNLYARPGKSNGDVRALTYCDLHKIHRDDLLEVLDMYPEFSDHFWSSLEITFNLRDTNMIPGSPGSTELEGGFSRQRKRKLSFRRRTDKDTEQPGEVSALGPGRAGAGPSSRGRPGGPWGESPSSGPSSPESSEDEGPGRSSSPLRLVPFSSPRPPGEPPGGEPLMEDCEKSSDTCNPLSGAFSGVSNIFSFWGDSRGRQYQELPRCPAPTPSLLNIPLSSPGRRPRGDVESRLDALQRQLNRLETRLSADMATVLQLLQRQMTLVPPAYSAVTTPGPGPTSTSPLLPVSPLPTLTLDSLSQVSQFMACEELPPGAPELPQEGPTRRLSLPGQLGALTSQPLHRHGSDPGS
#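 U2OS cells were transduced with wild-type KCNH2 virus (2.03 x 10^8 / mL) for 4 h at room temperature, then cultured overnight at 37 C. Thallium flux was read with FluxOr dye. Rate constants were normalized to DMSO controls.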
# FBPA coupling cs: qHTS Assay for Inhibitors of Fructose-1,6-bisphosphate Aldolase from Giardia Lamblia: Coupling assay counterscreen | coupling enzyme system counterscreen, AmpLite Red fluorescence | activity change, negative = inhibition, % at 58.2 µM, hits read low | 0.67% of 290,000 active; in the data active = activity change below about -30%; note: % is set by controls: 0 for no effect and ±100 for the full control effect
#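 Compounds tested against the coupling enzymes alone at 57.5 uM final; readout was AmpLite Red fluorescence (525/598 nm) after 20 min at RT.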
# AT treatment: qHTS Assay for Identifying a Potential Treatment of Ataxia-Telangiectasia; […] A-T fibroblasts, KAP-1 phosphorylation AlphaLISA; neocarzinostatin DNA damage 30 min before lysis; Potency, µM (highest dose often 57.5 µM), for the others: at the top dose activation, hits mostly activators; 0.19% of 320,000 active; AID 485349, 2010; note: potency is the fitted concentration of half-maximal effect; % of control where 0% means no effect; nearly all actives have a fitted effect of over 45% in size
#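 ATM-like activity read as KAP-1 phosphorylation via AlphaLISA donor/acceptor antibody pairs after lysis and 6 hr at 25C. Cells were ATM-null patient fibroblasts ([…], hTERT), dosed 60 min, then exposed to the DSB inducer NCS for 30 min.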
# GALK inh: qHTS Assay for Inhibitors of Human Galactokinase (GALK); 0.007% of 270,000 active; Potency, µM (top dose mostly 57.5 µM), without a hit: at the highest dose activity change, negative = inhibition, actives largely listed as inhibitors; P51570; Purified GALK, Kinase-Glo residual ATP luminescence; AID 1868, 2009; note: potency is the fitted concentration of half-maximal effect; % is set by controls: 0 for no effect and ±100 for the full control effect
#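 The enzyme phosphorylates galactose (100 uM) using ATP (35 uM); inhibition is detected as higher residual ATP, quantified by bioluminescence after 1 h reaction at room temperature, pH 8.0.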
# Active calls of the source: *; ? = inconclusive; . = not tested or not shown; [ ] = remark or other dose. Unless noted, calls come from the whole dose curve; as a rule, active = well fitted curve in the direction sought with a large enough effect; inconclusive = small, poorly fitted or top-dose-only effect, or another doubt; inactive = no such curve, though single readings can be large; an effect the other way counts as inactive or inconclusive.
SMILES,BCR signal inh,TCR act,TSHR antag,Tb PFK block,CXXC DNA block,Giardia kill,hERG WT inh,FBPA coupling cs,AT treatment,GALK inh
Cc1ccc(S(=O)(=O)CCC(=O)N(CCCN2CCOCC2)c2nc3ccccc3s2)cc1,8%,-2%,6,1%,.,-3,22,.,?,.
Clc1ccc2nc(-c3ccc(Br)s3)cn2c1,?,8%,-7,0%,17%,-16,-1,-19,-2%,0%
C[C@H]1CN([C@@H](C)CO)C(=O)Cc2cc(NC(=O)Cn3cnnn3)ccc2O[C@H]1CN(C)Cc1ccncc1,2%,-4%,-7,0%,.,13,20,.,0%,.
O=C(Cn1c(C(F)(F)F)nc2ccccc21)Oc1cccc(C(F)(F)F)c1,-3%,-5%,2,-3%,13%,2,1,-13,0%,3%
Cc1ccc(NC(=O)CSc2nc(=O)cc(N)n2CCc2ccccc2)cc1,?,1%,10,-4%,-4%,-8,.,2,5%,-1%
Cc1cccc(OCC(=O)Nc2cccc3nsnc23)c1,6%,5%,-3,-6%,11%,-6,-3,0,.,3%
C=C(C)Cn1c(CCn2c3ccccc3c3ccccc32)n[nH]c1=S,3%,2%[46.1 µM],-6,-4%,1%,-9,9,-2,2%,0%
COc1cccc(N=C2CC(C)(C)CC(=O)/C2=C(/O)c2ccccc2)c1,3%,2%,-29,0%,0%,-3,1,-2,8%,2%
CC1Cc2ccccc2N1S(=O)(=O)c1cccc(C(=O)OCC(=O)N2CCOCC2)c1 (stereo not drawn),?,-3%[46.1 µM],-10,1%,.,-7,-2,.,2%,.
Cc1ccc(NC(=O)C(c2ccc(Cl)cc2)N2CCOCC2)cc1 (stereo not drawn),0%,-1%,-4,17%,7%,12,-1,0,4%,6%
Cc1ccc(O)c(-c2cc(C(=O)Nc3ccc(S(=O)(=O)Nc4nccc(C)n4)cc3)[nH]n2)c1,?,0%,-14,5%,-2%,-14,-5,-1,6%,-3%
Cc1ccc(NC(=O)C2=NNC(=O)CC2)cc1F,?,-2%,0,-3%,-7%,1,1,1,13%,0%
CCSc1nnc(N(CCC#N)CCC#N)s1,?,-1%,-8,-4%,0%,-5,0,1,9%,0%
O=c1c2[nH]cnc2n(-c2cccc(F)c2)c(=O)n1Cc1ccccc1,3%,2%,26,1%,15%,-19,2,-2,-7%,-2%
O=c1[nH]c(N2CCN(c3ccccc3)CC2)nc2c1CCCC2,-2%,9%,-7,3%,0%,?,9,0,0%,0%
CCN1CCN(Cc2ccc(NC(=O)c3ccc(C)c(NC(=O)c4ccnnc4)c3)cc2C(F)(F)F)CC1,?,0%,-2,2%,-4%,-10,-6,2,23%,-3%
Cc1ccc(O)c(Nc2ncnc3ccccc23)c1,?,3%,-17,0%,1%,-1,-23,-1,1%,-2%
O=C(Nc1ccon1)c1nc[nH]c1C(=O)N1CCc2ccccc2C1,?,-4%,-4,0%,.,5,-1,.,7%,.
Cc1cc(N)n(-c2ccc(C(=O)O)cc2)n1,?,-3%,21,5%,7%,1,0,4,3%,1%
COc1ccc(NC(=O)CN(C)C(=O)c2cccc3ccccc23)cc1,?,3%,21,2%,.,3,0,.,-3%,.
Cc1ccc(S(=O)(=O)Nc2nc(C)c(C(=O)N/N=C/c3ccccc3)s2)cc1,?,2%,-11,-4%,-5%,-7,-5,-21,-4%,-3%
O=C1NCCCCC1NS(=O)(=O)c1ccc(Cl)cc1 (stereo not drawn),2%,-5%,1,0%,21%,-20,-12,1,8%,.
CCOc1ccccc1NC(=O)Nc1ccc(Br)cn1,6%,-1%,-2,2%,-4%,12,-12,2,-1%,6%
COc1cc(/C=C2\COC/C(=C\c3ccc(O)c(OC)c3)C2=O)ccc1O,?,0%,-1,-6%,16%,?,-9,1,3%,.
CC(Nc1ccc(Cl)cc1)c1cc(Cl)ccc1O (stereo not drawn),-2%,-1%[46.1 µM],27,-7%,-3%,-3,0,-2,-3%,-2%
# New compounds follow:
SMILES,BCR signal inh,TCR act,TSHR antag,Tb PFK block,CXXC DNA block,Giardia kill,hERG WT inh,FBPA coupling cs,AT treatment,GALK inh
Cc1c(C(=O)N2CCc3ccccc3C2)oc2ccc(S(=O)(=O)N3CC(C)CC(C)C3)cc12 (stereo not drawn),0%,0%[46.1 µM],5,0%,0%,0,-3,1,4%,.
O=C1CCCC2=C1C1c3ccccc3C(=O)N1c1ccc(C(=O)c3ccccc3)cc1N2 (stereo not drawn),?,10%[46.1 µM],1,-8%,-6%,36[activator],-30,-2,12%,-2%
O=C(NCCOc1ccc(Cl)cc1)c1ccc2ccccc2n1,7%,-1%,-9,-3%,-1%,-9,-3,-1,2%[11.5 µM],5%
Cn1c(=O)oc2cc(S(=O)(=O)NCc3ccco3)ccc21,-13%,0%,-3,3%,-6%,-10,-6,3,-4%,0%
CCOc1cc(/C=N\Nc2ncc(F)c(N3CCOCC3)n2)ccc1Oc1nc(Cl)ncc1F,?,1%,2,0%,-5%,-3,6,-1,1%,3%
Cc1nc2ccccc2n1CC(O)Cn1c2ccccc2c2ccccc21 (stereo not drawn),?,.,21,0%,16%,-1,5,0,10%,0%
CSc1nnc2n(-c3ccc(C)cc3)c(=O)c3c4c(sc3n12)COC(C(C)C)C4 (stereo not drawn),4%,-10%,-11,-1%,-10%,-16,9,-3,14%,2%
CCC(C)(C)NC(=O)C(c1cccn1C)N(C(=O)Cn1nnc2ccccc21)c1ccc(OC)cc1OC (stereo not drawn),?,6%[46.1 µM],0,-8%,-3%,-4,-10,-2,4%,1%
Cc1nn(Cc2ccccc2)c(C)c1NC(=O)CCCn1nc([N+](=O)[O-])c(Cl)c1C,16%,5%[46.1 µM],2,-7%,7%,5,0,1,2%,-1%
CCOC(=O)C(=O)N/N=C(/c1ccccc1)c1ccc(OC)cc1,1%,-8%,-17,1%,-8%,-12,-1,1,-1%,-2%
CC(NC(=O)COC(=O)CSCc1ccccc1)c1ccccc1 (stereo not drawn),10%,-2%,50,-3%,8%,6,5,-4,-4%,13%
CCOc1ccc2c(c1)c(C(C)=O)c(C)n2-c1ccccc1,?,-18%,-12,-4%,-1%,4,17,-1,11%,-4%
Cc1cccc(NC(=S)N/N=C2/CCCCc3ccccc32)c1,?,0%[46.1 µM],10,12%,7%,-3,-5,-1,4%,0%
CCCCN(CC)C(=O)C1CCC(CNS(=O)(=O)c2cccc3nsnc23)CC1 (stereo not drawn),0%,-1%,7,-7%,6%,35[activator],-8,.,5%,2%
CS(=O)(=O)c1ncc(Cl)c(C(=O)Nc2ccc(N3CCOCC3)cc2)n1,?,11%,-8,-10%,8%,-1,-13,-3,4%,4%
Cc1cc(C(F)(F)F)c2c(N)c(C(=O)NC3CC3)sc2n1,-5%,0%,-1,-2%,23%,-6,3,-4,-8%,6%
COc1cc(NC(=O)NCCN2CCN(c3ccccc3)CC2)cc(OC)c1OC,0%,15%,5,1%,7%,7,15,1,-3%,0%
CSc1ncccc1C(=O)OCC(=O)N(CC(C)C)C1CCS(=O)(=O)C1 (stereo not drawn),?,-5%,-6,-1%,-5%,15,7,2,7%,3%
C/C(CCc1ccc2c(c1)OCO2)=N\NC(=O)c1ccccc1,?,2%[46.1 µM],4,1%,16%,4,2,0,13%,4%
CC(NC(=O)c1cc2c(cc1Cl)N1CCCCCC1=NS2(=O)=O)c1ccc(S(N)(=O)=O)cc1 (stereo not drawn),1%,1%,2,0%,.,4,-4,.,-4%,.
Cc1ccc(C)c2c3c([nH]c12)-c1nonc1CC3,-13%,1%,-2,2%,-1%,-13,-8,2,.,-1%
CCNc1nc(NCC)nc(N(C#N)C(C)C)n1,-2%,-6%,7,1%,-1%,?,3,0,9%,-1%
O=C1C2CCCCC2C(=O)N1c1cccc(OS(=O)(=O)c2ccccc2)c1 (stereo not drawn),-1%,-4%[46.1 µM],-13,0%,6%,7,4,0,-1%,-1%
O=C(NCc1ccncc1)C(=O)NC1CC1,3%,3%,11,-4%,1%,-10,-9,7,-1%,0%
CCn1ccc(=N)cc1,-5%,0%,-10,5%,-2%,3,-5,0,.,2%
COc1cc(OC)cc(C(=O)NNC(=S)NC2CC2)c1,?,1%,-7,-4%,-27%,2,-9,0,-1%,5%

# Looked up by compound from the entries so far (2):
SMILES,BCR signal inh,TCR act,TSHR antag,Tb PFK block,CXXC DNA block,Giardia kill,hERG WT inh,FBPA coupling cs,AT treatment,GALK inh
Cn1c(=O)oc2cc(S(=O)(=O)NCc3ccco3)ccc21,-13%,0%,-3,3%,-6%,-10,-6,3,-4%,0%
COc1cc(NC(=O)NCCN2CCN(c3ccccc3)CC2)cc(OC)c1OC,0%,15%,5,1%,7%,7,15,1,-3%,0%
